# Screening results (PubChem)
# Mtb RmlCD inh = inhibitors of Mycobacterium tuberculosis RmlC and RmlD coupled enzymes. RmlC+RmlD coupled enzyme assay, percent inhibition; primary screen in compound mixtures. inhibition, % at 3.6 µM. P9WH09+P9WH11. 0.03% of 160,000 active; in the data active = inhibition mostly above about 34%, no sharp cut-off; note: some results filed as inactive read as strong as hits
# Target sequence (P9WH09 whole entry, looked up): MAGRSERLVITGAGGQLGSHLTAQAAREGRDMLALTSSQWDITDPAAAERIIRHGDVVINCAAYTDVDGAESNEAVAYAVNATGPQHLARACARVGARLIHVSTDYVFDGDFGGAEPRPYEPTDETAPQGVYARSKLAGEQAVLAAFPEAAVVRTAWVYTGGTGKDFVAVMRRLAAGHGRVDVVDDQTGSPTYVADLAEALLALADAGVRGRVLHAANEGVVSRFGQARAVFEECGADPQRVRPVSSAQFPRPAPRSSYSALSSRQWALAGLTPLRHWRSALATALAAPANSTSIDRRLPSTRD
# Target sequence (P9WH11 whole entry, looked up): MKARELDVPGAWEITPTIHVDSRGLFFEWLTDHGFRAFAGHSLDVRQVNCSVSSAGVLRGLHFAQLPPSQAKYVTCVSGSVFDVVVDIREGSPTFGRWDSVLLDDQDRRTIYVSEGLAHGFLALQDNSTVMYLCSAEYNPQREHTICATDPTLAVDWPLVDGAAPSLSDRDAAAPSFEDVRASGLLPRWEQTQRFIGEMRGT
# GlmU inhibition = inhibition of mycobacterial GlmU enzyme – biochemical, glucosamine-1-phosphate acetyltransferase (AID 1376); M. tuberculosis GlmU acetyltransferase enzyme assay; higher % means a stronger effect; inhibition, %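 (tested at 30 µM in the primary screen)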, or IC50 in µM where a hit was titrated; 0.25% of 220,000 active; in the data active = inhibition above about 13%;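 note: 0% = complete reaction with vehicle and 100% = reaction without substrate; strong numbers were not always called active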
# * marks the source's active call; other numbers are inactive results; x = not tested or not shown; & = joins results of further samples. Only part of the results is shown; count on the stated rates, not on these rows.
structure | Mtb RmlCD inh | GlmU inhibition
O=C(NCc1ccccc1)C1=C[C@@H](c2ccc3c(c2)OCO3)C[C@@H](OCCCCO)O1 | x | -0.5%
COc1cc(/C=N/NS(=O)(=O)c2ccc3ccccc3c2)ccc1OCc1ccc(C(=O)O)cc1 | x | 4.6%
Cc1[nH]nc(N)c1N=Nc1ccc(Br)cc1 | 9 | -3.6%
N#Cc1ccc(Oc2ccc(-c3cnc4ccccc4n3)cc2)cc1C#N | 6 | 0.4%
CCOC(=O)C1CCCN(c2c(NCCc3ccc(S(N)(=O)=O)cc3)c(=O)c2=O)C1 (stereo not given) | x | 10%
CCN(CC)c1ccc(NC(=O)CSc2nc(C)cc(=O)[nH]2)cc1 | -7 | -2.5%
C/C(Cl)=C/Cn1c(SCc2ccc(Cl)cc2)nc2c1c(=O)[nH]c(=O)n2C | -6 | 7.3%
Nc1ccc2c(c1)C(=O)N(CCCCCC(=O)O)C2 | x | 1.1%
Cc1ccc(Oc2ncccc2NC(=O)CC(CC(=O)O)c2ccccc2)c2c1CCC2 (stereo not given) | -12 | 4.2%
Cc1cc2oc(=O)cc(CN3CCN(S(=O)(=O)c4ccc5c(c4)OCCO5)CC3)c2cc1C | x | 0.9%
Cc1cc(=O)oc2cc(NC(=O)CCCC(=O)O)ccc12 | -1 | x
CS(=O)(=O)N1CCN(c2ccccc2NC(=S)NC(=O)c2cccs2)CC1 | 9 | 2.5%
CCOC(=O)N1CCN(CC(=O)Nc2cc(C)nn2-c2nc3ccccc3s2)CC1 | 10 | -5.9%
CC(C)CCNC(=O)[C@H](CC(C)C)NC(=O)[C@H]1O[C@@H]1C(=O)O | x | -1.4%
COc1cc2c(C)nc3c(cnn3-c3ccccc3)c2cc1OC | x | 7.0%
C=CCn1c(SCC(=O)Nc2ccc(C(=O)OC(C)C)cc2)nnc1-c1cccs1 | x | -3.8%
CCCCCCOc1ccc(N2C(=O)CC(N3CCN(CCN=CC4=C(O)CC(C)(C)CC4=O)CC3)C2=O)cc1 (stereo not given) | 0 | -4.0%
CCOC(=O)c1[nH]c2ccccc2c1NC(=O)c1nonc1C | -7 | 1.4%
OC(COc1ccc(CNCc2cccnc2)cc1)CN1CCc2ccccc2C1 (stereo not given) | -9 | 4.8%
Cc1cc(NC(=O)c2ccc(N3C(=O)CCC3=O)cc2)no1 | -11 | -0.4%
COc1ccc(CCNC(=S)Nc2ccccc2C)cc1 | x | -0.7%
CC(C)CN1CCN(Cc2cccn2-c2ccc(Cl)cn2)CC1CCO (stereo not given) | x | 0.7%
CS(=O)(=O)Nc1ccccc1C(=O)NCCSCc1ccccc1 | x | -0.8%
N#CCC(=N)N1CCN(c2ccc(F)cc2)CC1 | 5 | -3.4%
COc1ccc(Nc2cc(C)c3c(O)cccc3n2)cc1 | -9 | -0.9%
CC(=O)N1C(C)c2ccccc2C(C)(C)CC12CCCCC2 (stereo not given) | -4 | 0.9%
OC(CNCc1ccc(F)cc1)(c1ccccc1)c1ccc(F)cc1 (stereo not given) | x | 0.0%
Cc1ccccc1-n1c(SCC(=O)NCc2cccs2)nnc1-c1ccncc1 | 6 | x
COc1cc(CO)cc(Br)c1OCC(=O)O | -6 | -1.6%
COC(=O)C1=C(C)N(c2ccc(OC)c(OC)c2)C(=O)C1 | x | 0.5%

# The closing 2 records of the section above are carried over, then new ones follow:
structure | Mtb RmlCD inh | GlmU inhibition
COc1cc(CO)cc(Br)c1OCC(=O)O | -6 | -1.6%
COC(=O)C1=C(C)N(c2ccc(OC)c(OC)c2)C(=O)C1 | x | 0.5%
CCc1sc2nc(SCC(=O)Nc3cc(C)on3)n(-c3cccc(OC)c3)c(=O)c2c1C | -5 | -0.7%
N#C/C(=N\Nc1cccc(Cl)c1)C(=O)c1ccccc1 | 1 | -1.1%
CC1(C)CN2C(c3ccc(Cl)cc3)N2C1 (stereo not given) | x | 3.5%
CC1Cc2ccccc2N1C(=O)CSc1nnnn1C (stereo not given) | x | 5.0%
O=C(CCCN1C(=O)/C(=C\c2cccs2)SC1=S)Nc1cccc(C(=O)O)c1 | 5 | 9.6%
C=CCN(CC=C)CCOc1ccccc1[N+](=O)[O-] | 14 | -3.2%
Cc1noc(C)c1C(=O)OCC(=O)NCCc1ccc(Cl)cc1 | -5 | 3.1%
Cc1cc2c(ncn2C(C)C)c(N)c1C | x | 1.6%
COc1ccc(-c2ccc(OC)cc2)cc1 | 5 | -4.1%
O=C(c1nsc(Cl)c1Cl)N1CCCCC1 | x | 4.7%
COc1ccccc1NS(=O)(=O)c1ccc(/C=C/C(=O)O)cc1 | 7 | -0.8%
Cc1nc(Sc2ccccc2)c(C#N)cc1-c1ccccc1 | -8 | -2.3%
C=C1CCN([C@@H](Cc2ccccc2)C(=O)NCc2ccc(Cl)cc2)S(=O)(=O)c2ccccc21 | x | 3.5%
O=C(c1n[nH]c2ccccc12)N1CCN(c2ccc(F)cc2)CC1 | 9 | 0.7%
O=C1NC(=O)C(CCc2ccccn2)(Cc2ccc3c(c2)OCO3)C(=O)N1CCc1ccccc1 (stereo not given) | x | -6.5%
NC(=O)NNc1ncc(C(F)(F)F)cc1Cl | 0 | 2.2%
O=S1(=O)c2ccccc2N=NN1Cc1cc(Cl)cc(Cl)c1 | 7 | 3.2%
O=C(CSc1nc2c(c(=O)n1-c1ccc(F)cc1)SCC2)N1CCCC1 | -10 | 4.5%
S=C1NC2(CCCCC2)N=C1c1ccccc1 | -10 | 2.5%
O=S(=O)(c1ccccc1)N1CN(Cc2ccc(F)cc2)c2nc3ccccc3nc21 | -12 | -3.4%
N=c1ccn(Cc2ccc(Cl)cc2)cc1 | x | -1.1%
CC(OC(=O)c1ccc(NS(=O)(=O)c2cccs2)cc1)C(=O)N(C)C1CCCCC1 (stereo not given) | -5 | 0.7%
Nc1cc(=O)[nH]c(SCC(=O)Nc2ccccc2-c2ccccc2)n1 | x | 1.6%
CCOc1cccc(-c2nnc3sc(-c4cccs4)nn23)c1 | x | -1.5%
CCCN(CCC)C(=O)/C=C/c1cccc([N+](=O)[O-])c1 | x | 4.5%
Cc1ccc(SCCNC(=O)c2ccc(C)c([N+](=O)[O-])c2)cc1 | 6 | -0.4%
COc1ccc(-c2csc(NC(=O)c3ccoc3C)n2)cc1 | -4 | 8.1%
COc1ccc(/C(O)=C2/C(=O)C(=O)N(CCCN(C)C)C2c2ccc(Cl)cc2)cc1OC (stereo not given) | x | 7.2%&0.4%
CN(C(=O)CO/N=C/c1ccc(OC(F)F)cc1)C1CCS(=O)(=O)C1 (stereo not given) | -6 | -0.3%
CCOC(=O)CN1C(=O)S/C(=C/c2cc(C)n(-c3ccccn3)c2C)C1=O | x | -1.8%

# Compounds above that have bromine:
structure | Mtb RmlCD inh | GlmU inhibition
Cc1[nH]nc(N)c1N=Nc1ccc(Br)cc1 | 9 | -3.6%
COc1cc(CO)cc(Br)c1OCC(=O)O | -6 | -1.6%

# Exported with each value named: part of the list above.
O=C(c1nsc(Cl)c1Cl)N1CCCCC1
- Mtb RmlCD inh: x
- GlmU inhibition: 4.7%

CN(C(=O)CO/N=C/c1ccc(OC(F)F)cc1)C1CCS(=O)(=O)C1 (stereo not given)
- Mtb RmlCD inh: -6
- GlmU inhibition: -0.3%

COc1ccc(-c2csc(NC(=O)c3ccoc3C)n2)cc1
- Mtb RmlCD inh: -4
- GlmU inhibition: 8.1%

# Next section
# Each structure is followed by: Mtb RmlCD inh, GlmU inhibition
Cc1nnc(C)n1/N=C/c1cccc(Oc2ccccc2)c1
→ 7, -1.8%
Cc1ccccc1NS(=O)(=O)c1cc(C(=O)N2CCCC2)ccc1C
→ 6, 1.2%
COc1ccc(C(=O)CN2C(=O)NC3(CCCc4ccccc43)C2=O)cc1OC (stereo not given)
→ x, 8.1%
Cc1ccc(NC(=O)COc2ccc(S(=O)(=O)N3CCOCC3)cc2)cc1
→ -12, 2.4%
COC(=O)c1sc(SC)c2c1CC(C)(C)C/C2=N/O
→ 14, 5.5%
CN1CCN(C(=O)CCCOc2ccc(Cl)cc2Cl)CC1
→ x, 5.1%
O=C(NCCc1ccccc1)C(=O)N/N=C/c1ccccc1C(F)(F)F
→ x, 3.9%
Cc1cc(C(=O)COC(=O)C2=NN(c3ccccc3)C(=O)CC2)c(C)n1CC(F)(F)F
→ -4, -4.6%
CCCC[N+]12CCC(CC1)C(C(=O)c1cccs1)C2 (stereo not given)
→ x, -4.5%
COc1ccc(N/C=C\C(=O)c2ccc3c(c2)OCO3)cc1OC
→ -6, 0.1%
CC(C)NC(=O)NNC(=O)c1cc(COc2cc(Cl)cc(Cl)c2)on1
→ 0, -0.6%
Clc1cccc(Cl)c1CNc1ccc(N2CCCC2)cc1
→ -4, -11%
COc1ccc(CC(NC(C)=O)C(=O)NC2CCN(C(=O)C3CC3)CC2)cc1OC (stereo not given)
→ 5, 1.5%
CCOC(=O)N1CCN(C(=O)c2ccc3c(=O)n(-c4ccc(OC)cc4OC)c(=S)[nH]c3c2)CC1
→ 7, x
Cc1oc(/N=C/c2ccc(O)cc2O)c(C#N)c1C
→ 5, 0.8%
CCN(CC)C(=O)C(=O)Nc1ccc(Oc2ccccc2)cc1
→ -8, -0.2%
Cc1ccc(N2C(=O)C3CC(c4ccccc4)=C4C5C=CC(C6C(=O)N(c7ccc(C)cc7C)C(=O)C56)C4C3C2=O)c(C)c1 (stereo not given)
→ -6, 0.7%
COc1ccc(Cl)cc1NC(=O)CSc1nnc(COc2ccccc2)n1N
→ 2, 0.2%
CC(C)CCn1nnnc1C(c1ccc(N(C)C)cc1)N1CCN(C(=O)c2ccco2)CC1 (stereo not given)
→ 13, -0.6%
CC(C)(C)C1CCC(OC(=O)CN2CCOCC2)CC1 (stereo not given)
→ x, 6.1%
O=C(CCC1CCCN(C(=O)c2ccc3c(c2)OCO3)C1)N1CCN(c2ccccn2)CC1 (stereo not given)
→ 17, 2.2%
Cc1c(NC(=O)COC(=O)c2cc(-c3cccc4ccccc34)nc3ccccc23)c(=O)n(-c2ccccc2)n1C
→ -12, 5.0%
O=[N+]([O-])c1ccc(N2CCNCC2)cc1NCc1cccnc1
→ 23, 6.0%
Cc1ccc(-c2nn(-c3ccccc3)cc2/C=N/n2c(-c3ccncc3)n[nH]c2=S)cc1
→ -10, 7.7%
Cc1ccc(C)n1-c1ccc(N2CCOCC2)c([N+](=O)[O-])c1
→ 9, -0.7%
Cc1cc(Cl)ccc1OCCCC(=O)Nc1cccnc1
→ 11, -5.1%
Cc1nc(SCC(=O)Nc2cc(C)on2)c2c3c(sc2n1)CCCC3
→ -8, 4.3%
Cc1cc(C(F)(F)F)cc(NNC(=O)NC(=O)c2ccc(Cl)cc2)n1
→ -8, -4.4%
Cc1ccc(-c2nnn(CC(=O)N(c3ccccc3)C(C(=O)NC(C)(C)C)c3cccs3)n2)o1 (stereo not given)
→ x, -0.7%
CCOC(=O)C1=C(c2cccc(F)c2)NC(=S)NC1C (stereo not given)
→ -10, x
CC(CCO)Nc1nc2c(c(=O)n(C)c(=O)n2C)n1Cc1cccc(Br)c1 (stereo not given)
→ x, 4.7%
CCCOc1ccccc1N1C(=O)CC(N2CCOCC2)C1=O (stereo not given)
→ -7, -1.7%
COc1cccc(-c2nnc(-c3ccc(C(F)(F)F)cc3)o2)c1
→ x, 0.9%
CCOC(=O)c1ccc(Nc2ccc(-c3ccc(OC)c(OC)c3)nn2)cc1
→ -2, x
Cc1ccc(C)c(N=C2CCCN2Cc2ccccc2)c1C#N
→ x, 8.4%
COC(=O)c1c(NC(=S)Nc2ccc(CC(=O)O)cc2)sc(C)c1C
→ -6, 3.7%
COc1ccc2c(c1)C(NC(C)=O)C(=O)N2CCc1ccccc1 (stereo not given)
→ -4, 7.7%
C1CN(c2nc3nonc3nc2N2CCSCC2)CCO1
→ x, 1.1%
COc1ccc(CNC(C)(C)C)cc1Cl
→ x, 18%
CCCCOC(=O)Nc1ccccc1C(=O)OC
→ x, -2.0%
CC1(C)OC(=O)C2(Cc3ccccc3N3CCCCC32)C(=O)O1 (stereo not given)
→ x, 2.9%
Cc1cc(C(F)(F)F)c(C#N)c(=O)[nH]1
→ x, 0.6%
Cc1ccc(C(=O)C2CCN(CC(=O)Nc3ccc4c(c3)OCCO4)CC2)cc1
→ x, 1.6%
CCOC(=O)/C(C#N)=C(C)/C=C1\Sc2ccccc2N1CC
→ 7, 3.7%
COc1ccc([C@H]2/C=C\CN(C(=O)CC(C)(C)C)[C@@H](C)C(=O)N2Cc2ccc(F)cc2)cc1
→ x, 5.0%
CCOC(=O)N1CCN(S(=O)(=O)c2cc([N+](=O)[O-])ccc2C)CC1
→ 13, 0.2%
CNC(=O)C1CCCN1S(=O)(=O)c1ccc(OC)cc1 (stereo not given)
→ -1, 2.3%
Cn1c(N)c(C(=O)COC(=O)/C=C/c2ccc(S(=O)(=O)N3CCOCC3)cc2)c(=O)n(C)c1=O
→ -6, -5.1%
CCOC(=O)CSc1nc(C)cc2c1C(=O)OC2
→ 3, -0.8%
CSc1cccc(NC(=O)C2CCCN(S(=O)(=O)c3ccc(F)cc3)C2)c1 (stereo not given)
→ 7, -4.9%
COC(=O)CSc1[nH]c2cc(C)ccc2c1[N+](=O)[O-]
→ 5, 1.2%
O=Cc1sc(Nc2ccccc2)nc1Cl
→ 8, 0.2%
Cc1nn(-c2ccccc2)c(N2CCCC2)c1/C=C1\N=C(c2ccccc2)OC1=O
→ -6, -6.7%
Cc1ccc2nc(-c3ccc(NC(=O)CN4CCN(c5ccccn5)CC4)cc3)sc2c1
→ -11, 9.1%
COc1ccc2cc(S(=O)(=O)c3ccccc3)c(=O)oc2c1
→ -6, 6.6%
